High-throughput results deposited in PubChem BioAssay by several laboratories.
STAT1 activator: STAT1 signaling activators, primary screen, cell-based, HTS, luciferase reporter; activation (% of control), % at 5.5 µM; hit rate 2.6% among 200,000; AID 932, 2007; NIH 3T3 STAT1-luciferase reporter, IFN-gamma, luminescence; 100% = IFN-gamma alone, no compound;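 active = activation above the screen-wide mean activation plus 3 SD, cut at about 130% in these data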;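 also: raw ratio to IFN-gamma control signal so 100% means no change and 0% no light; values of inactives mirror those of a sister screen read the other way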
Redox H2O2 prof: compounds producing H2O2 with reducing agent – biochemical, NIH compound library profiling, artefact control for MLSCN library redox annotation, primary screen | hit rate 0.03% among 200,000 | DTT-dependent redox cycling H2O2, phenol red/HRP absorbance; 100% = 100 µM peroxide control, 0% = buffer | activation, % at 10 µM;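 active = activation of at least 50% relative to the plate's high and low controls in the primary single-dose screen; inactive = activation below 50%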;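 also: compound incubated with DTT at 0.8 mM final as the reducing agent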
HMGR II inh: inhibitors of E. faecalis class II HMGR, primary screen, biochemical, Enterococcus faecalis. inhibition, % at 10 µM. AID 1066, 2008. hit rate 0.41% among 190,000. HMG-CoA reductase (Enterococcus faecalis, mvaE). purified E. faecalis HMGR, NADPH absorbance 340 nm kinetic;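 active = inhibition above a set limit, the median over all tested compounds plus 3 SD, cut at about 9.5% in these data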;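 also: enzyme runs in reverse so mevalonate oxidation gives rising NADPH absorbance; 0% = complete reaction with DMSO and 100% = background rate lacking mevalonate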
STAT1 inh: STAT1 signaling inhibitors, primary screen, cell-based, HTS, luciferase reporter; NIH 3T3 STAT1-luciferase reporter, IFN-gamma, luminescence; inhibition, % at 5.5 µM; hit rate 0.35% among 200,000; AID 920, 2007;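 active = inhibition above a set limit, the mean inhibition across all tested compounds plus 3 SD, cut at about 34% in these data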;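 also: 0% = IFN-gamma with DMSO and 100% = IFN-gamma with 300 µM nifuroxazide; values of inactives mirror those of a sister screen read the other way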
Hsp70 activator: Hsp70 transcriptional activators, primary screen, cell-based, HeLa, Hsp70 promoter luciferase, luminescence, 10 µM. HeLa Hsp70 promoter luciferase reporter; scaled: vehicle 0, proteasome-inhibitor control 100%. activation, % at 10 µM. hit rate 0.04% among 200,000;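 active = activation above the mean across all tested compounds plus 3 SD, cutoff set per campaign, cut at about 5.5% in these data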;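 also: 100% = MG132 at 30 µM as the positive control and 0% = DMSO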
APP 5'UTR act: activators of APP 5'UTR luciferase reporter, primary screen, SH-SY5Y cells | SH-SY5Y APP 5'UTR luciferase reporter, luminescence; zero percent = DMSO vehicle wells | activation, % at 2 µM | hit rate 1% among 190,000 | AID 1276, 2008;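 active = activation above a set limit, based on mean plus 3 SD of controls, cut at about 140% in these data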; also: values of inactives mirror those of a sister screen read the other way
NF-kB expr up: activators of NF-kB expression in neurons, primary screen, cell-based, HTS; fold change at 12.5 µM; hit rate 1.6% among 190,000; human neuronal cells, NF-kB reporter expression; hits give high values; in the data active = fold change above about 3.3
STAT3 act: IL-6 driven STAT3 reporter potentiators, primary screen, U3A cells, luciferase, luminescence, MLSCN library; IL-6 STAT3-luciferase reporter; 100% = signal with IL-6 EC80 alone; hit rate 0.91% among 190,000; activation (% of control), % at 5.6 µM; AID 871, 2007;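 active = activation above the screen-wide mean of compound activation plus 3 SD, cut at about 130% in these data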;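 also: 0% = background luminescence of wells with medium and substrate only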
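Material: STAT1-lacking human U3A cells, STAT3 luciferase reporter | Benchmarks: IL-6-only wells as 100% reference | Probe or stimulus: IL-6 (33 ng/mL) | Timing: Compound 1 h, then IL-6 6 h at 37 °C | Detection: Luminescence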
TLR4 MyD88 comp: inhibitors of TLR4-MyD88 association in cells, primary screen, cell-based, HeLa CL3-4, BLA complementation, FRET ratio. Toll-like receptor 4 (Homo sapiens) + Myeloid differentiation primary response protein …. HeLa CL3-4 TLR4/MyD88 BLA complementation. inhibition, % at 8.4 µM. hit rate 0.18% among 200,000; in the data active = inhibition above about 25%;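 also: 0% = vehicle and 100% = reference inhibitor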
Target sequence (O00206 whole entry, looked up): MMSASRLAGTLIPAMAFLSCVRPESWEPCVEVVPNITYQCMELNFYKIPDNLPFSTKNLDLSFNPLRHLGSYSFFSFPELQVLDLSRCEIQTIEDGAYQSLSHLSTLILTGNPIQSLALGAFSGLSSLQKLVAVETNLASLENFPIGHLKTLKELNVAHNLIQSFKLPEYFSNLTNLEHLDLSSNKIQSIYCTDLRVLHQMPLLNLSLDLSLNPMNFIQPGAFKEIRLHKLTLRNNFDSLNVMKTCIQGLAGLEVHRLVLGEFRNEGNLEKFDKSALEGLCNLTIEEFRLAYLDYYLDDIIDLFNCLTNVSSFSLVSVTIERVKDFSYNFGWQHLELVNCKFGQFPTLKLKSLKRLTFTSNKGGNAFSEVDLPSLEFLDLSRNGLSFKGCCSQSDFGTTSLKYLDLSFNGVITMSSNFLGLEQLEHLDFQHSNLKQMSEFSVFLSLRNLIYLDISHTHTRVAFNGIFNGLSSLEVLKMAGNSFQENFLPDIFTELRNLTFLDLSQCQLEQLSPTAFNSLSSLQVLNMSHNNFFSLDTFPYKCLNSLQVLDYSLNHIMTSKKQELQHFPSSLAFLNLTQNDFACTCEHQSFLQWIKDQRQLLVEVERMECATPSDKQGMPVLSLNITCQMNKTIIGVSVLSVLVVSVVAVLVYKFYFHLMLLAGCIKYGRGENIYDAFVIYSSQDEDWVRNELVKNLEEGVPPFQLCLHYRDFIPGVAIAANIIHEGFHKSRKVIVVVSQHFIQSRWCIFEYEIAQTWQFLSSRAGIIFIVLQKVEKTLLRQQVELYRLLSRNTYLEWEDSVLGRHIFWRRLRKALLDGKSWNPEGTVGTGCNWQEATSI
Target sequence (Q99836 whole entry, looked up): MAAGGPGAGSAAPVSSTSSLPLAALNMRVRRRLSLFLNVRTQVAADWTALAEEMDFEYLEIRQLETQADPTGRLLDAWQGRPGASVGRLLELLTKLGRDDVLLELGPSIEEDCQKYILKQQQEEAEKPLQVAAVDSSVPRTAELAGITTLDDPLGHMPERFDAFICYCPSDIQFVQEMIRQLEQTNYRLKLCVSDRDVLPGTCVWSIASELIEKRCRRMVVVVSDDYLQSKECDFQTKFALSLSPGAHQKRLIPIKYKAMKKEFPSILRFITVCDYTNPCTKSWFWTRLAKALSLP
STAT3 blocker: IL-6 driven STAT3 reporter inhibitors, primary screen, U3A cells, luciferase, luminescence, MLSCN library. IL-6 STAT3-luciferase reporter; host cell line lacks STAT1. inhibition, % at 5.5 µM. hit rate 0.89% among 190,000. AID 862, 2007;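 active = inhibition above the mean inhibition across all screened compounds plus 3 SD, cut at about 44% in these data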;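 also: 0% = DMSO only wells and 100% = 100 µM nifuroxazide control wells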
* hit, by the source's call; · = no result given.

#	Structure	STAT1 activator	Redox H2O2 prof	HMGR II inh	STAT1 inh	Hsp70 activator	APP 5'UTR act	NF-kB expr up	STAT3 act	TLR4 MyD88 comp	STAT3 blocker
1	CC(=O)c1ccc(NC(=O)CSC(=S)N2CCCC2)cc1	118.9	-0.6	2.0	-22.3	-0.4	52.3	1.76	101.6	4.2	2.7
2	O=C(NCc1ccccc1)c1cc(-c2cccs2)on1	111.5	-0.6	-2.6	-12.7	0.1	16.9	1.8	103.0	-4.2	-0.8
3	NC(=O)C1CCN(C(=O)CC2(CC(=O)O)CCCCC2)CC1	98.4	-0.4	-2.2	-0.1	0.0	17.6	1.04	95.9	-6.5	14.6
4	CC(c1nnc(SCC(=O)c2c(N)n(C)c(=O)n(C)c2=O)n1-c1ccc(Cl)cc1)N(C)C (configuration not stated)	100.0	-0.1	5.4	-0.1	-0.5	-6.4	0.89	104.9	-9.5	1.9
5	COCCOC(=O)C1=C(C)N=C2SCCC(=O)N2C1c1cccs1 (configuration not stated)	97.7	0.2	-2.8	2.1	0.1	-18.0	1.04	95.1	-2.3	11.0
6	Cc1nn(Cc2ccccc2)c(C)c1NC(=O)CSc1nc(C2CC2)nc2c1cnn2-c1ccccc1	104.3	-6.9	0.1	-4.8	0.0	3.2	0.95	103.2	5.0	0.9
7	Cc1noc(C)c1S(=O)(=O)N1CCCCC1	98.8	1.3	2.0	1.2	0.5	-3.5	1.02	104.7	3.4	-8.9
8	COc1cc(Nc2ccccc2Cl)c([N+](=O)[O-])nc1[N+](=O)[O-]	99.5	0.1	0.6	0.6	-0.5	4.8	0.96	100.3	-9.8	5.3
9	COc1ccccc1C1/C(=C(/O)c2ccccc2)C(=O)C(=O)N1CC(C)O (configuration not stated)	106.3	1.8	-3.7	-6.9	0.0	-8.5	1.07	103.6	-4.6	-1.5
10	O=C(NCc1ccco1)C12CC3CC(CC(C3)C1)C2	93.6	-1.0	-0.1	2.6	0.4	-17.5	1.35	95.8	7.1	7.2
11	COCc1cc(N2CCOCC2)nc(SCc2ccc(Cl)cc2)n1	92.8	-1.1	-4.4	7.2	-0.2	18.6	1.11	103.5	-1.9	-2.0
12	Cc1ccc(C(=O)CSc2nnc(-c3ccccc3N)n2C)cc1	106.6	2.1	0.0	-7.3	-0.5	7.2	1.43	100.2	-14.0	5.1
13	Cc1cc(=O)oc(C)c1C(=O)Nc1cccc2nonc12	99.9	0.0	-0.1	0.1	-0.1	22.0	0.99	107.1	1.4	-5.1
14	CC1CC2=C(C(=O)O1)C(c1ccc(Cl)cc1)Nc1ccccc1N2 (configuration not stated)	98.1	-0.2	-3.0	2.2	0.1	-5.2	0.91	100.9	-15.2	1.6
15	N#Cc1c2c(c(=S)n(-c3ccccc3)c1N)CCCC2	97.4	-0.4	0.1	2.9	-0.3	8.1	0.9	115.7	-0.9	-16.4
16	O=C(Oc1ccccc1)c1ccc(COC(=O)c2cnccn2)cc1	97.5	0.7	-2.4	2.8	-0.6	2.7	1.14	103.3	3.0	-3.0
17	COCCn1c(C)cc(C(=O)CSc2nnc(-c3cccnc3)n2-c2ccccc2F)c1C	103.1	0.3	-3.9	-3.4	-0.2	7.3	1.11	103.1	-8.7	6.4
18	O=C1N2CCSC2=NC1(Nc1nccs1)C(F)(F)F (configuration not stated)	90.9	0.5	3.1	9.9	0.7	9.4	1.12	98.4	1.7	4.7
19	CCc1nnc(NC(=O)c2ccc(N3C(=O)CCC3=O)cc2)s1	114.6	-1.1	-7.5	-14.6	0.2	3.5	1.23	103.2	8.0	-3.7
20	Cc1ccccc1-c1nc(CN2CCC(C(=O)NCCCN3CCCC3)CC2)c(C)o1	101.2	2.5	-10.3	-1.3	0.1	1.2	0.72	105.7	-6.0	-1.9
21	O=C(NCC(c1ccc(F)cc1)N1CCOCC1)c1cc(F)c(F)c(F)c1F (configuration not stated)	94.5	-0.1	-3.3	4.7	-0.2	10.4	1.03	102.0	14.1	5.5
22	COc1ccc(N2CCN(Cc3nc4cc(Cl)ccc4c(=O)[nH]3)CC2)cc1	101.9	0.1	-2.8	-5.5	0.1	0.0	0.93	104.6	10.3	-0.7
23	O=C(N/N=C\c1ccc(O)c([N+](=O)[O-])c1)c1ccccc1-n1cccc1	105.3	-0.1	5.8	-5.9	-0.2	1.1	0.88	104.2	-14.7	-7.9
24	CC(=O)Nc1nc(CC(C)C)cc(-c2ccco2)c1C#N	100.4	0.2	-2.0	-0.4	-0.2	17.2	1.06	112.3	-5.0	-10.8
25	CCOC(=O)c1c(NC(C)=O)sc2c(O)cccc12	100.0	0.3	3.3	-1.2	-0.3	-44.5	1.13	98.0	-12.3	8.6
26	CCOc1ccc(Br)cc1CNCCN1CCOCC1	102.7	0.0	0.6	-3.4	-0.3	4.0	1.11	86.7	13.9	17.3
27	CN1C(=O)/C(=C2\SC(=S)N(CC3CCCO3)C2=O)c2ccccc21 (configuration not stated)	99.2	0.2	-3.6	0.9	0.0	-13.7	1.08	107.7	-6.6	-8.3
28	CCOc1ccc(S(=O)(=O)Nc2cccc(N(C)S(C)(=O)=O)c2)cc1	83.8	0.1	-8.9	17.5	-0.4	0.9	0.74	79.0	-6.3	25.5
29	Cc1cc(C)cc(N=c2c([N+](=O)[O-])nn(-c3ccc(Cl)cc3)n2O)c1	99.4	-0.5	1.5	-1.4	-0.4	-4.5	1.07	90.1	-7.0	19.0
30	CCOC(=O)N1CCN(C(=O)CSc2nnc(-c3cccc(OC)c3)o2)CC1	91.6	0.2	-4.6	9.0	0.0	5.4	1.18	103.7	-6.7	-2.4

Continuation:
#	Structure	STAT1 activator	Redox H2O2 prof	HMGR II inh	STAT1 inh	Hsp70 activator	APP 5'UTR act	NF-kB expr up	STAT3 act	TLR4 MyD88 comp	STAT3 blocker
31	O=C(Nc1ccc(Br)cc1)c1cnccn1	113.8	-3.1	5.3	-15.2	-0.1	23.0	2.01	89.8	-14.0	19.4
32	Cn1ccnc1SCC(=O)Nc1ccc(Cl)cn1	106.5	-2.0	-8.5	-9.1	-0.1	7.5	1.23	88.9	-3.3	19.4
33	CC(C)c1nc2oc3ccccc3c(=O)c2c(=O)n1-c1ccccc1	102.9	0.1	1.7	-3.2	0.5	18.6	1.71	158.7*	9.3	-73.2
34	COc1cccc(C(C(=O)NCc2ccco2)N(C(=O)Cn2nnc3ccccc32)C2CC2)c1OC (configuration not stated)	87.5	1.4	-7.0	13.7	-0.1	8.1	1.22	108.4	22.9	-5.4
35	COc1ccccc1N1CCN(S(=O)(=O)c2cccc3nsnc23)CC1	93.3	1.5	0.8	7.2	-0.2	6.5	0.93	105.8	-3.2	-4.1
36	Oc1cc2ccccc2cc1-c1nnc2n1-c1ccccc1SC2	92.1	-0.3	-5.2	8.6	-0.4	25.6	0.92	99.8	-4.7	0.6
37	Cc1c(C(=O)NCc2ccc3c(c2)OCO3)sc2nc(-c3ccccc3)cn12	101.6	-1.6	-2.0	-1.8	-0.3	1.0	1.2	86.3	5.6	21.6
38	C/C(N)=C(/C#N)C(=O)CN1CCCCC1	92.2	14.2	-6.1	8.5	-0.5	8.4	1.1	104.1	-3.3	1.3
39	COc1cc(CCC(=O)OCC(=O)Nc2ccccc2C(C)C)cc(OC)c1OC	95.8	0.2	-8.9	4.7	1.7	-0.8	1.1	94.8	-2.0	5.4
40	CC(OC(=O)c1cc2sccc2n1C)C(=O)NC(C)(C)C (configuration not stated)	93.4	-0.6	0.1	5.1	-0.2	-19.6	0.84	98.0	6.2	9.2
41	O=C(Nc1ccccc1)C(Cc1ccccc1)NC(=O)C12CC3CC(CC(C3)C1)C2 (configuration not stated)	99.8	-0.6	-19.7	0.3	-0.1	5.8	1.18	102.4	5.5	1.9
42	COC(=O)/C=C1\SC(=Nc2ccc(OC)cc2)NC1=O	96.7	-1.3	-3.8	1.7	-0.1	-3.2	1.15	101.0	10.7	2.6
43	Nc1ccc(Nc2ccccc2)cc1	106.8	-0.3	1.5	-10.4	-0.1	-42.4	1.16	91.4	8.8	18.1
44	O=[N+]([O-])c1ccc(-n2nnnc2CN2CCOCC2)cc1	98.9	-1.0	-2.8	1.6	0.1	8.2	·	94.2	9.4	12.5
45	O=c1c2ccccc2nnn1CSc1nnc2ccccn12	146.3*	-0.7	-10.8	-51.0	0.2	78.3	1.72	117.6	-2.8	-15.9
46	Cc1ccc(C(=O)NC(C)CCc2ccccc2)cc1[N+](=O)[O-] (configuration not stated)	99.1	1.4	0.7	1.0	-0.3	-4.3	0.95	103.1	-6.1	6.7
47	O=S(=O)(c1ccc2c(c1)N(Cc1ccc(Cl)cc1)C1CCCN21)N1CCOCC1 (configuration not stated)	103.1	-3.6	-1.5	-3.5	-0.1	8.7	1.27	101.6	5.5	9.4
48	Cc1nn(CC(=O)Nc2nnc(CC(=O)N3CCCC3)s2)c(=O)c2ccccc12	104.6	0.1	·	-5.0	-0.7	3.6	·	106.8	8.7	-0.3
49	COC(=O)c1cc2nc(-c3ccccc3)cc(C)n2n1	108.4	0.6	0.2	-4.9	0.0	-22.6	1.23	113.3	-2.9	-12.7
50	O=C(COc1ccc(S(=O)(=O)NCCc2ccccc2)cc1)N1CCCC1	88.8	-0.1	-5.3	7.9	-0.7	0.2	0.92	90.0	6.8	15.5
51	CC1CCCN(C2=C(Cl)C(=O)N(c3cccc(Cl)c3)C2=O)C1 (configuration not stated)	101.5	0.1	4.7	-1.6	-0.5	2.7	1.29	94.4	5.6	4.7
52	CC(=O)Nc1ccc(N2C(=O)CCC2=O)cc1C	94.9	-2.6	2.7	5.6	-0.2	5.4	1.32	97.6	5.2	4.5
53	CC(=O)C1C(c2cccc([N+](=O)[O-])c2)C2C(C)=NN=C2CC1(C)O (configuration not stated)	94.4	0.1	-5.2	6.2	-0.2	13.2	1.22	100.2	-2.9	2.4
54	CCC(C)(C)NC(=O)c1ccc2c(c1)N(CC(=O)OC)C(=O)C(C)(C)O2	99.4	0.3	-1.9	0.6	-0.3	-3.5	1.1	97.7	-11.8	9.1
55	CCOc1ccc(N(CC(=O)O)S(=O)(=O)c2ccc(OC)c(OC)c2)cc1	97.1	-1.0	0.5	3.2	-0.1	13.2	1.06	95.0	-9.7	11.0
56	Fc1ccc(NC(=S)NCCN2CCOCC2)cc1	101.7	0.2	4.3	-3.0	-0.3	-3.8	1.04	101.5	-7.0	-0.2
57	Cc1ccc2c(c1)[C@@H](O)C[C@@H](C)N2N=O	100.2	-1.0	-2.2	-0.3	-0.2	28.1	0.99	99.6	-8.9	0.8
58	FC(F)(F)c1nc(-c2cccs2)ncc1-c1nnnn1-c1ccc(Cl)cc1	79.2	0.2	-0.1	22.6	-0.5	4.5	0.61	91.0	8.5	17.5
59	COc1ccc(CCCC(=O)Nc2ccccc2F)cc1	102.0	-0.2	4.6	-2.3	-0.1	36.2	1.21	111.8	10.9	-9.5

Rows are unselected. Share with any hit: about 5.6%.
